# PMI activator: increases human mannose-6-phosphate isomerase activity; purified human PMI, coupled resazurin fluorescence, 20 min; stronger effect = higher value; 1 = vehicle control, 0 substrate-free wells; activation factor at 20 µM; actives 0.005% (n = 190,000); AID 1214;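 active = activation factor of 2 or more at 20 µM, relative to plate controls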
# Target sequence (P34949 whole entry, looked up): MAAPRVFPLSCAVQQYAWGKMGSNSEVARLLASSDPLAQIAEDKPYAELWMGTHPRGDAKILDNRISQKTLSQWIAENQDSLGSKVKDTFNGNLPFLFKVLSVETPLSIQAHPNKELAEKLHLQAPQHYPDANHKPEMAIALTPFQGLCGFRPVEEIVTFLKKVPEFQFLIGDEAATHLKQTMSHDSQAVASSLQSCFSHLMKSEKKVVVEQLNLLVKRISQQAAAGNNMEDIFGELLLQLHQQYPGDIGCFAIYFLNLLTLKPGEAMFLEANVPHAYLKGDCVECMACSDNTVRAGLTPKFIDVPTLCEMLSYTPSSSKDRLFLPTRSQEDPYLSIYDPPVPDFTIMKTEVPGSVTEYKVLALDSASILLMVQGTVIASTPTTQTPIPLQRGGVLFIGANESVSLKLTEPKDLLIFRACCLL
# Diaph inh CS: inhibits diaphorase or chemically oxidizes, flagging diaphorase assay artifacts; diaphorase resazurin-to-resorufin fluorescence, NADH, 16 min; bacterial (C. kluyveri) enzyme, not human; inhibition, % at 20 µM; actives 0.69% (n = 190,000);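 active = primary screen inhibition at 20 µM above a set limit, cut at about 50% in these data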;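 note: plate controls were DMSO with full reaction for no effect and wells lacking NADH for full effect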
#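 Detection: fluorescence of resorufin formed from resazurin, Ex 544/Em 590 nm; test system: Clostridium kluyveri diaphorase enzyme; amount: 0.14 U/mL diaphorase, enzyme working solution; times: 16-min room-temperature incubation before reading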
# S1P3 antag: antagonists of human S1P3 receptor | Q99500 | CHO S1P3 NFAT-BLA reporter, FRET fluorescence, antagonist mode | inhibition, % at 4.98 µM | actives 0.27% (n = 170,000) | AID 485;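 active = inhibition above the plate cutoff, the mean inhibition of test wells on that plate plus 3 SD, cut at about 28% in these data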;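 note: cells challenged with S1P at its EC80 of 0.8 µM; blue over green emission ratio from cleaved BLA substrate after 4 h stimulation; 0% = S1P-stimulated wells and 100% = unstimulated DMSO-only wells; some compounds past the cut are filed as inactive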
# Target sequence (Q99500 whole entry, looked up): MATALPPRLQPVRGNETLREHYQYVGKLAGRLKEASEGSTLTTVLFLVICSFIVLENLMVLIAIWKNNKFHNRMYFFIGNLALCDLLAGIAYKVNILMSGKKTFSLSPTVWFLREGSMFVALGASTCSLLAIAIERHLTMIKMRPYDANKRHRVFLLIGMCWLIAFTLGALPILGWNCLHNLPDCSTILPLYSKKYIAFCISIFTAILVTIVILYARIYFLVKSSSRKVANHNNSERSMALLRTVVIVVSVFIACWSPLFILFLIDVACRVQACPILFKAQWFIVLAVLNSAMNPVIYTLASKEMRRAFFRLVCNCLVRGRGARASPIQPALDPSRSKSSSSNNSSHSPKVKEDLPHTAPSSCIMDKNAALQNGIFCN
# G6PDH CS: inhibits Leuconostoc G6PDH, flagging false hits in G6PDH-based assays. Purified L. mesenteroides G6PDH, diaphorase/resazurin coupled fluorescence, 45 min. inhibition, % at 5 µM. actives 0.12% (n = 200,000). AID 1020
# PMI act hi M6P: increases human PMI activity with near-saturating mannose 6-phosphate | P34949 | actives 0.34% (n = 190,000) | AID 1216 | activation factor at 20 µM | coupled PMI enzyme assay, resazurin fluorescence, 20 min; stronger effect = higher value; 1 = untreated enzyme, 0 = substrate-free blank;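 active = activation factor of 2 or more at 20 µM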
#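 Test system: human phosphomannose isomerase with PGI, G6PDH, diaphorase coupling enzymes; Amount: PMI at 15 ng/mL final; Reagent: Mannose-6-phosphate 1.0 mM (near-saturating) plus 0.22 mM NADP+; Timing: 20 min, room temperature; Technique: resorufin fluorescence at Ex 544/Em 590 nm; Dosing: 20 µM single dose.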
# L major viab: Leishmania major promastigote growth inhibition; Leishmania major promastigotes, resazurin fluorescence viability; inhibition, % at 10 µM; actives 9% (n = 200,000);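 note: promastigotes grown with compound for 44 hours at 28 °C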
# DTT redox prof: compounds producing H2O2 with reducing agent – biochemical, NIH compound library profiling, artefact control for MLSCN library redox annotation, primary screen; DTT-dependent redox cycling H2O2, phenol red/HRP absorbance; 100% = 100 µM peroxide control, 0% = buffer; actives 0.03% (n = 200,000); activation, % at 10 µM;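 active = activation of at least 50% relative to the plate's high and low controls in the primary single-dose screen; inactive = activation below 50%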;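 note: compound incubated with DTT at 0.8 mM final as the reducing agent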
# TLR4-MyD88 BLA: blocks binding of human TLR4 to MyD88. O00206+Q99836. HeLa CL3-4 TLR4/MyD88 BLA complementation, FRET ratio. inhibition, % at 8.4 µM. actives 0.18% (n = 200,000); in the data active = inhibition above about 25%;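 note: 0% = vehicle and 100% = reference inhibitor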
# Hsp70 act: transcriptional activators of Hsp70; HeLa Hsp70 promoter luciferase reporter, luminescence; scaled: vehicle 0, proteasome-inhibitor control 100%; activation, % at 10 µM; actives 0.04% (n = 200,000); AID 1203;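 active = activation above the mean across all tested compounds plus 3 SD, cutoff set per campaign, cut at about 5.5% in these data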;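 note: 100% = MG132 at 30 µM as the positive control and 0% = DMSO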
# RAM inhibit: blocks the yeast RAM network; S. cerevisiae dse1pr::URA3 reporter, 5-FOA growth OD615, 2 d; analog-sensitive cbk1-as2 kinase mutant strain; inhibition, % at 50 µM; actives 1.8% (n = 190,000); AID 868;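 active = inhibition above a set limit, 3 SD over mean compound inhibition, cut at about 8.4% in these data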;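 note: 0% = DMSO-only wells with no growth and 100% = 10 µM 1-NA-PP1 full growth; inhibition rescues growth on 5-FOA so higher OD means more RAM inhibition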
# Diaph act CS: diaphorase activation or chemical reduction counter-screen. activation factor at 20 µM. AID 1229. Diaphorase/resazurin coupled assay, resorufin fluorescence, 16 min; stronger effect = higher value; 1 = vehicle wells, 0 = NADH-free wells. actives 0.005% (n = 190,000);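 active = diaphorase activity raised at least twofold by the compound at 20 µM; inactive = activation factor below 2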
#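 Material: Purified diaphorase enzyme from Clostridium kluyveri | Buffer or medium: 50 mM HEPES pH 7.4 with 4.542 mM MgCl2, 0.005% Tween 20 | Times: 16 min enzyme reaction, ambient temperature | Signal: Red resorufin fluorescence at 544/590 nm excitation/emission | Measure: Increased resorufin signal from activators or reducing compounds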
# An asterisk follows results filed as active; x = no result given. Cut-off read from the data, not from the text of the source, unless noted: active = inhibition above about 50%; inactive = the rest. An unsorted share of the library; 12% or so of the library scored in one or more.
1) Cc1csc(N(C)C(=O)CSc2nnc(COc3cccc4ccccc34)o2)n1
2) CCOC(=O)N/N=C\c1ccc([N+](=O)[O-])s1
3) CC/C(=N\Nc1ccc([N+](=O)[O-])cc1)c1ccccc1
4) CCN(CC)CCNC(=O)c1[nH]c2ccc(OCc3ccccc3)cc2c1C
5) O/C(=C\c1nc2ccccc2nc1/C=C(\O)c1ccccc1)c1ccccc1
6) CCC(C(=O)NC(C)CCc1ccccc1)n1nc(C)n2c(cc3occc32)c1=O (stereo unspecified)
7) CCC(=O)N1Cc2ccccc2-c2ccccc2C1=O
8) Cc1cc(C)n2nc(C(=O)Nc3ccccc3N3CCOCC3)nc2n1
Assay by compound	1	2	3	4	5	6	7	8
PMI activator	0.9	1.5	1.2	1	1.3	0.9	0.9	1
Diaph inh CS	14	4	-6	-25	23	0	17	8
S1P3 antag	15	-2	14	2	-14	2	-2	-28
G6PDH CS	-2	-2	-11	0	51*	-2	-8	3
PMI act hi M6P	0.9	1.2	1.1	1	0.8	1	0.9	0.9
L major viab	-4	39	-9	100*	98*	15	-6	x
DTT redox prof	-2.4	0.0	1.8	-1.2	-0.5	-0.7	1.1	x
TLR4-MyD88 BLA	-7	-1	31*	-13	-4	-12	-2	x
Hsp70 act	-0.1	0.1	-0.3	-0.2	0.2	-0.2	-0.1	x
RAM inhibit	6.3	-1.1	2.7	-1.1	3.9	2.4	0.7	x
Diaph act CS	0.9	1	1.1	1.3	0.8	1	0.8	0.9

9) Cc1c(O)c(CN2CCCC2)cc2c3c(c(=O)oc12)CCC3
10) Cc1ccc(S(=O)(=O)/N=C(/Nc2ccc3[nH]c(=O)[nH]c3c2)c2ccc(F)cc2)cc1
11) O=C(O)COc1ccc(-c2nccc(-c3ccccn3)n2)cc1
12) COc1cc(C(=O)OC(C)CN2CCCC2)cc(OC)c1OC (stereo unspecified)
13) O=c1cc(N2CCCCC2)c(-c2ccccc2)nn1Cc1c(Cl)cccc1Cl
14) N=C1C(c2nc3ccccc3s2)=C(O)CN1Cc1ccccc1
15) O=C(C1CCCO1)N1CCN(C(=S)Nc2ccccc2C(F)(F)F)CC1 (stereo unspecified)
16) O=C(c1ccc(Cn2c(=S)[nH]c3cc4c(cc3c2=O)OCO4)cc1)N1CCN(c2ncccn2)CC1
Assay by compound	9	10	11	12	13	14	15	16
PMI activator	1.1	1	0.9	1	0.9	0.9	1	1
Diaph inh CS	28	20	10	15	5	7	8	16
S1P3 antag	-6	2	2	-42	x	x	1	-5
G6PDH CS	9	6	14	-17	1	6	0	-6
PMI act hi M6P	0.9	1	0.9	1	1.1	1	1	1
L major viab	15	-1	3	-4	27	-1	-10	11
DTT redox prof	2.4	-0.9	-1.3	-0.3	14	2.2	0.3	0.1
TLR4-MyD88 BLA	1	2	-1	9	3	-7	10	-11
Hsp70 act	0.3	-0.1	0.0	-0.2	-0.2	0.1	0.2	0.0
RAM inhibit	0.9	4.6	-0.9	1.4	0.8	5.8	-1.0	5.1
Diaph act CS	0.7	0.8	0.9	0.8	1	0.9	0.9	0.8

# Copied from the list:
# Value for O=c1cc(N2CCCCC2)c(-c2ccccc2)nn1Cc1c(Cl)cccc1Cl under G6PDH CS: 1
# Value for Cc1ccc(S(=O)(=O)/N=C(/Nc2ccc3[nH]c(=O)[nH]c3c2)c2ccc(F)cc2)cc1 under Hsp70 act: -0.1
# Value for O=C(O)COc1ccc(-c2nccc(-c3ccccn3)n2)cc1 under DTT redox prof: -1.3
# Value for COc1cc(C(=O)OC(C)CN2CCCC2)cc(OC)c1OC (stereo unspecified) under TLR4-MyD88 BLA: 9
# Value for N=C1C(c2nc3ccccc3s2)=C(O)CN1Cc1ccccc1 under G6PDH CS: 6

# The results go on:
17) CC(NS(=O)(=O)c1ccc(OCC(=O)N2CCOCC2)cc1)c1ccccc1 (stereo unspecified)
18) CC(C)(C)CN1CCNC(=O)C1CC(=O)NC1Cc2ccccc2C1 (stereo unspecified)
19) Cc1ccc2ccccc2c1Cn1c(-n2ccnc2)nc2c1c(=O)n(C)c(=O)n2C
20) COC(=O)c1ccc(CSc2nc3ccc(Cl)cc3[nH]2)o1
21) N#CCC(=O)N/N=C/c1ccc(Sc2nc3ccccc3s2)o1
22) O=C(CN(Cc1ccco1)S(=O)(=O)c1ccccc1)N/N=C/c1ccccc1C(=O)O
23) O=C(CC1Sc2ccccc2NC1=O)Nc1cccnc1 (stereo unspecified)
24) COc1ccc(CN2CCCCC2C(=O)Nc2ccc(OC)c(OC)c2)cc1OC (stereo unspecified)
Assay by compound	17	18	19	20	21	22	23	24
PMI activator	1.1	0.9	1	0.9	1	1	1.2	0.9
Diaph inh CS	1	11	0	20	3	14	1	19
S1P3 antag	12	-9	x	x	x	-16	2	27
G6PDH CS	6	5	7	1	4	8	7	9
PMI act hi M6P	1.1	0.8	1	1	1	1	1.1	0.9
L major viab	-7	0	7	21	-1	7	-3	0
DTT redox prof	0.1	-0.7	-0.1	0.2	21	-1.1	-0.2	-0.5
TLR4-MyD88 BLA	14	-3	1	-4	6	-3	-16	-1
Hsp70 act	0.5	-0.3	-0.2	0.5	-0.2	-0.1	0.2	-0.3
RAM inhibit	0.3	-0.1	0.0	0.8	-0.1	4.9	1.6	0.7
Diaph act CS	1	0.9	1	0.8	1	0.9	1	0.8

# Sorted by the number under TLR4-MyD88 BLA (highest first): some entries from above
nr	compound	TLR4-MyD88 BLA
19	Cc1ccc2ccccc2c1Cn1c(-n2ccnc2)nc2c1c(=O)n(C)c(=O)n2C	1
24	COc1ccc(CN2CCCCC2C(=O)Nc2ccc(OC)c(OC)c2)cc1OC (stereo unspecified)	-1
20	COC(=O)c1ccc(CSc2nc3ccc(Cl)cc3[nH]2)o1	-4

# Later entries:
25) COc1ccc(-c2noc(C3CCCN(C(=O)c4cccs4)C3)n2)cc1 (stereo unspecified)
26) COc1ccc(C(=O)NCCC2=CCCCC2)cc1OC
27) CCOC(=O)CSc1nc2c(c(=O)[nH]c(=O)n2C)n1CCCc1ccccc1
28) COc1ccc(NC(=O)[C@H](C)NC(N)=O)cc1S(=O)(=O)Nc1cc(C)ccc1Br
29) COc1ccc(C(=O)Nc2ccccc2NC(=O)c2ccco2)c(OC)c1
30) CCCc1cc(NCCCCO)n2c(nc3ccccc32)c1C#N
31) CC(OC(=O)c1ccc2ncsc2c1)C(=O)NCc1ccccc1 (stereo unspecified)
32) NC(=O)[C@H](Cc1cc2ccccc2s1)NC(=O)[C@@H]1CC2(CC(c3cccc(NC(=O)[C@@H]4CCC(=O)N4)c3)=NO2)CN1C(=O)c1ccccc1 (stereo partly specified)
Assay by compound	25	26	27	28	29	30	31	32
PMI activator	0.9	1.2	1	1	1	0.9	0.8	1.1
Diaph inh CS	12	-14	19	17	11	37	12	11
S1P3 antag	24	x	-10	-16	8	x	9	x
G6PDH CS	1	6	2	7	-1	6	0	-1
PMI act hi M6P	1	1.2	1	0.9	1	0.7	0.9	1
L major viab	-5	14	-2	-3	19	14	-6	-7
DTT redox prof	2.5	0.1	1.8	-0.8	-2.1	-0.2	0.2	-9.7
TLR4-MyD88 BLA	12	7	8	-12	-8	-7	-3	5
Hsp70 act	-0.1	0.2	-0.3	0.2	-0.1	-0.3	-0.3	-0.1
RAM inhibit	1.6	0.1	7.7	1.5	-0.4	0.0	4.2	-0.5
Diaph act CS	0.9	1.1	0.8	0.8	0.9	0.6	0.9	0.9

33) COc1cccc(C(c2sc3nc(C)nn3c2O)N2CCN(C(=O)c3ccco3)CC2)c1 (stereo unspecified)
34) O=C1CC(C2CCCO2)C(=O)N1Cc1ccccc1 (stereo unspecified)
35) Cc1ccc(NC(=O)CSc2ccccc2NC(=O)c2cccc(Cl)c2)cc1Cl
36) COc1cc2nc(CC(C)C)n(NC(=O)c3ccccc3)c(=O)c2cc1OC
37) CCOc1ccc2c(c1)OC(c1ccc(C)cc1)(C(F)(F)F)NC2=O (stereo unspecified)
38) Cn1c(=O)c2c(nc(NC3CCCCC3)n2Cc2ccccc2)n(C)c1=O
39) CCOCCCn1c(=N)c(C(=O)Nc2cc(C)on2)cc2c(=O)n3ccccc3nc21
40) CCOC(=O)COc1c(OC)cc(Cl)cc1C1NC(=O)NC(C)=C1C(C)=O (stereo unspecified)
Assay by compound	33	34	35	36	37	38	39	40
PMI activator	1	1	0.8	0.9	1.1	1	x	0.9
Diaph inh CS	4	-11	12	24	14	14	x	7
S1P3 antag	-9	x	-9	31	-13	-21	-26	-2
G6PDH CS	-11	18	2	12	24	-5	x	5
PMI act hi M6P	1	1	0.9	0.9	1	1	x	1
L major viab	-6	-3	0	-6	100*	8	19	-1
DTT redox prof	0.1	0.1	1.2	0.7	-0.4	-1.0	0.8	0.1
TLR4-MyD88 BLA	-4	14	3	3	-8	-13	1	-3
Hsp70 act	-0.2	-0.5	-0.3	-0.2	-0.3	-0.1	-0.1	-0.3
RAM inhibit	1.0	-1.2	3.5	2.6	2.4	3.9	x	0.3
Diaph act CS	1	1.1	0.9	0.8	0.9	0.9	x	0.9

41) CC(/C=N/NC(=O)c1sc(N)nc1C)=C\c1ccccc1
42) O=C(OCn1nnc2ccccc2c1=O)c1ccc(S(=O)(=O)N2CCOCC2)cc1
43) CCC(c1nnnn1CCC(C)C)N1CCC(C(N)=O)CC1 (stereo unspecified)
44) COc1ccc(-c2cc3ccccc3oc2=O)cc1NC(=O)c1ccc([N+](=O)[O-])o1
Assay by compound	41	42	43	44
PMI activator	0.9	1	1.1	0.9
Diaph inh CS	0	3	-4	9
S1P3 antag	-10	x	-26	x
G6PDH CS	10	0	9	1
PMI act hi M6P	0.9	1	1	0.9
L major viab	-8	-1	-6	85*
DTT redox prof	0.1	0.0	0.8	-2.4
TLR4-MyD88 BLA	-19	-1	-10	21
Hsp70 act	0.1	-0.2	-0.3	-0.2
RAM inhibit	3.3	1.3	1.1	2.5
Diaph act CS	1	1	1	0.9
